Screens as filed in PubChem.
EPAC1 antagonist – blocks human EPAC1 exchange factor; EPAC1 GEF assay, Rap1b-BODIPY-GDP exchange fluorescence; Potency, µM (titrated, usually from 115 µM), for inactives: at the top dose activity change, negative = inhibition, actives largely listed as inhibitors; 0.14% of 360,000 active; AID 720709;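 further: potency means the concentration at half of the fitted maximal effect; plate controls were vehicle for no effect and positive control for full effect; nearly all actives have a fitted effect of over 50% in size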
WRN helicase inh – inhibitors of human WRN helicase; Potency, µM (series often up to 114 µM), inactives show top-dose activity change, negative = inhibition, hits mostly inhibitors; WRN helicase unwinding, fluorescent forked duplex, kinetic; Q14191; 0.46% of 360,000 active; further: potency means the concentration at half of the fitted maximal effect; on the % scale 0 is the no-effect control and ±100 the full control effect; nearly all actives have a fitted effect of over 55% in size
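Screening of the MLSMR collection measured strand separation of a quenched forked DNA duplex (100 nM) by 20 nM WRN with 2 mM ATP, all final. Compounds were preincubated with enzyme 15 min at room temperature.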
Abeta rescue – compounds reversing amyloid beta toxicity in yeast. 0.063% of 410,000 active. AID 1347071. Potency, µM (doses to about 46.1 µM), for inactives: at the highest dose growth rescue, most hits filed as activators. yeast expressing A-beta42, growth rescue, OD600, 48 h; response scale: 0% DMSO, 100% iron-clioquinol control; further: potency means the concentration at half of the fitted maximal effect; nearly all actives have a fitted effect of over 55% in size
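Growth rescue measured by 600 nm absorbance after 48 h yeast culture at 30 C with compound. Values normalized between DMSO and an equimolar ferric chloride plus clioquinol control.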
FUS yeast rescue – FUS proteinopathy suppression in yeast; AID 1347120; Potency, µM (series often up to 76.6 µM), without a hit: at the highest dose growth rescue (activation), hits mostly activators; S. cerevisiae FUS-expressing, growth rescue, OD600, 24 h; 0.24% of 390,000 active;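 further: potency means the concentration at half of the fitted maximal effect; plate controls were DMSO vehicle for no effect and reference control for full effect; nearly all actives have a fitted effect of over 55% in size; some results filed as inactive show a strong effect at the top dose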
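Galactose (2%) drives FUS expression in yeast precultured in raffinose; seeding density OD 0.005. Test compounds incubated 24hr at 30C and 99% humidity before absorbance at 600 nm was measured.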
EPAC1 ag – agonists of human EPAC1. 0.073% of 360,000 active. Potency, µM (series often up to 154 µM), inactives show at the top dose activation, actives largely listed as activators. EPAC1 agonist qHTS, biochemical assay; response scale: 100% = response to 6.5 mM cAMP. O95398; further: potency means the concentration at half of the fitted maximal effect; nearly all actives have a fitted effect of over 60% in size
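Read-out is the fluorescence drop as BODIPY-GDP leaves Rap1B (480 nm excitation, 540 nm emission), recorded every 5 minutes over 30 minutes. Reactions held 100 nM EPAC1, 250 nM Rap1B–BODIPY-GDP and 50 uM GDP, with 6.5 mM cAMP setting full activation.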
PLK1 PBD block – blocks phosphopeptide binding to human PLK1 polo-box domain. P53350. 2.8% of 360,000 active. Plk1 PBD binding of FITC phosphopeptide, fluorescence polarization. Potency, µM, for the others: max response, negative = inhibition, most hits filed as inhibitors; further: potency means the concentration at half of the fitted maximal effect; series mostly up to about 57 µM; on the % scale 0 is the no-effect control and ±100 the full control effect; nearly all actives have a fitted effect of over 65% in size
Target sequence (P53350 whole entry, looked up, the tested form may be a part): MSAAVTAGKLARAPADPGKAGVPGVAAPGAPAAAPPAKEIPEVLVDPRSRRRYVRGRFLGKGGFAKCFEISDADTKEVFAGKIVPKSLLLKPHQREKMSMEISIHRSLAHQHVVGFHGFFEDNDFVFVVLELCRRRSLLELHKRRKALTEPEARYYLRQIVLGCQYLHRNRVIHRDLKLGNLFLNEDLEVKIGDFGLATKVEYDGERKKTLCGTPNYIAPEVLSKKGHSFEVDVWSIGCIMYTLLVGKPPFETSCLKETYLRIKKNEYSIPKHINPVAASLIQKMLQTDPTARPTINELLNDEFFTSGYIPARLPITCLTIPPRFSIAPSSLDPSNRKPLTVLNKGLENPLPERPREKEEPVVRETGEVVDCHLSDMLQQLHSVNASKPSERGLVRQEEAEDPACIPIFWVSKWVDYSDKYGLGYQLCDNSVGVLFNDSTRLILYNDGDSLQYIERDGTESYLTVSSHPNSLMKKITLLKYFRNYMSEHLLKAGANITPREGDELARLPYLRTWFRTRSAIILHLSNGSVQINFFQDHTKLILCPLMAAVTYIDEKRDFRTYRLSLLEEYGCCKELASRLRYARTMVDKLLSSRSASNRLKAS
PI5P4K alpha inh – PI5P4K alpha (human) kinase inhibition. P48426. PI5P4Kalpha enzyme, ADP-Glo luminescence, 60 min; hits give low values. max response, %. 1.2% of 330,000 active. AID 652105; active means max response of -50% or lower; inconclusive means between -30% and -50%; inactive means -30% or higher; further: value at the top dose of about 77 µM; on the % scale 0 is the no-effect control and ±100 the full control effect
Target sequence (P48426 whole entry, looked up): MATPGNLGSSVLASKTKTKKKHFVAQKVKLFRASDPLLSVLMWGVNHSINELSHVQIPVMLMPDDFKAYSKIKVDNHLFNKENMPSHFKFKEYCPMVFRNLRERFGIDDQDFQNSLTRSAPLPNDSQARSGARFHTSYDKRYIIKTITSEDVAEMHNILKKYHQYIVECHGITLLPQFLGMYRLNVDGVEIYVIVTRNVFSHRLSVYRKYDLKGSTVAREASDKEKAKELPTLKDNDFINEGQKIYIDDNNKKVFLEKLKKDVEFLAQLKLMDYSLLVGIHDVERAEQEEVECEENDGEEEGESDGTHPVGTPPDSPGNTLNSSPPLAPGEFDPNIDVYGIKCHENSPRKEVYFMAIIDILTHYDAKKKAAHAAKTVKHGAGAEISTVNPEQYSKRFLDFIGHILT
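Controls without substrate or without enzyme flank wells where PI5P4Kalpha converts substrate using 5 microM ATP (final). Incubation lasts 60 minutes at room temperature; ADP formed is read by ADP-Glo luminescence.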
IL-2 act – activates IL-2 in a cell-based reporter assay | IL-2 activation reporter assay, cell-based qHTS; stimulated with anti-CD3/CD4/CD28 beads; in transgenic mouse T cells | activation, % (series mostly up to about 46 µM) | 0.065% of 360,000 active | AID 652025; in the data active means activation above about 50%; inconclusive means mostly about 30% to 49%; further: 0% is about no effect
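Unstimulated transgenic mouse T cells, 750 per well, received compound and, after 60 minutes, anti-CD3/anti-CD4 bead plus anti-CD28 stimulation. EGFP and DsRed were quantified after 18 hours.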
Active calls of the source: *; ? = inconclusive; . = no result given; [ ] = another dose, or the depositor's remark. Unless noted, the call rests on the fitted dose curve; in most records, active means well fitted curve in the direction sought with a large enough effect; inconclusive means small, poorly fitted or top-dose-only effect, or another doubt; inactive means no such curve, though single readings can be large; an effect the other way counts as inactive or inconclusive.

SMILES | EPAC1 antagonist | WRN helicase inh | Abeta rescue | FUS yeast rescue | EPAC1 ag | PLK1 PBD block | PI5P4K alpha inh | IL-2 act
C=CCC1(N(C(C)=O)c2ccccc2)CCCCC1 | 3.5% | 3.1% | 10.5% | 3.9% | 8.7% | ? | -4.0 | -2.2
CN(Cc1ccccc1)C(=O)C1CCCN(Cc2ccc(Cl)cc2)C1 (stereo unspecified) | -1.8% | -20.4% | -2.7% | -5.6% | -5.3% | 0.5% | 3.1 | -0.3
COc1cccc(C(NC(C)=O)c2nc(-c3cccc(C(=O)O)c3)cs2)c1 (stereo unspecified) | ? | -4.5% | -23.1% | 27.5% | -6.5% | -12.2% | -1.3 | -0.4
COc1ccc(NC(=O)COc2nc(N(C)C)nc(N(C)C)n2)cc1 | -23.4% | -5.3% | 14.6% | ? | -4.0% | -6.4% | 4.9 | -0.1
CC1(C(=O)NCC2CCCCC2)CCN1C(=O)Cc1ccc(-c2ccccc2)cc1 (stereo unspecified) | -19.6% | -13.2% | 5.3% | ? | -6.1% | -0.6% | 12.5 | 0.5
CCOC(CNC(=O)CCc1c(C)nc2ncnn2c1C)OCC | 4.0% | 1.9% | 3.1% | -5.8% | 2.2% | 1.9% | 2.7 | -0.8
CC(=O)Nc1ccc(S(=O)(=O)N[C@@H](C)C(=O)N2CCN(C/C=C/c3ccccc3)CC2)cc1 | -5.9% | -5.7% | -25.3% | -2.7% | 4.2% | -6.3% | -9.3 | 7.4
CCC1(C)CN=C(c2ccccc2)NC1 (stereo unspecified) | 8.9% | -4.2% | -11.3% | 13.4% | -3.8% | 2.7% | 2.7 | 0.8
Cc1ccc2[nH]nc(C(=O)N3CCCC(C(=O)c4ccc(Cl)cc4)C3)c2c1 (stereo unspecified) | 0.5% | 6.1% | -5.3% | 25.7% | -1.7% | -5.3% | 9.8 | -2.8
Cc1ccc(C(C)(C)C)c(SCC(=O)Nc2nnc(C)s2)c1 | -29.0% | 6.9% | -8.5% | 9.0% | 14.0% | -14.3% | 5.6 | -5.8
Cc1nc(SCCc2nc3ccccc3[nH]2)c2oc3ccccc3c2n1 | -2.7% | . | 4.4% | 2.1% | 8.1% | . | . | 0.9
CCC1Oc2ccc(C)cc2N(CC(=O)NCC2CCCO2)C1=O (stereo unspecified) | 0.0% | -1.2% | 4.5% | 6.9% | 10.0% | -6.3% | -5.3 | 2.4
CCOc1ccc(/C=N/N(C)c2ccccc2)cc1OC | -16.9% | -1.9% | 2.0% | -9.1% | 4.6% | 1.3% | -4.7 | -0.3
CCCCCCCCCCCCC/C=C/[C@@H](O)[C@@H](N)CO | -9.2% | 5.1% | -44.7%[inhibitor] | 10.8% | -23.4% | -8.7% | -1.0 | -0.9
Cc1cccn2c(=O)c(C=O)c(Cl)nc12 | -3.0% | ? | -42.8%[inhibitor] | -7.0% | -5.7% | -12.0% | 0.1 | 3.1
Cc1c(Cc2ccccc2)c(=O)n2c([nH]c3ccccc32)c1C#N | 9.5% | 2.2% | -0.4% | -2.4% | 13.2% | -15.0% | 7.7 | -2.2
O=C(COC(=O)c1ccccc1Nc1ccccc1)c1ccccc1 | -3.3% | -15.0% | -11.8% | -7.4% | 8.0% | 1.6% | . | -2.5
COc1cc(OC)c(C(=O)OCC(=O)N2CC(=O)Nc3ccccc32)cc1OC | -10.1% | 8.2% | 6.9% | -27.0% | 9.7% | -14.5% | -0.2 | -0.3
COc1ccccc1C(=O)Nc1ccc2c(c1)nc(CN1CCN(C(C)=O)CC1)n2C | -8.0% | -2.8% | -3.7% | 23.8% | -2.0% | -6.0% | -1.1 | 0.9
COc1ccc([C@@H]2[C@@H]3C(=O)N(C(C)(C)C)C(=O)[C@@H]3[C@]3(C)C(=O)N(c4cccc(Cl)c4)C(=O)N23)cc1 | -2.6% | 2.7% | 5.4% | 26.2% | 3.3% | 0.1% | -4.1 | 0.8
COc1ccc(S(=O)(=O)N2CCC(N3CCN(Cc4ccccc4)CC3)CC2)cc1 | -11.3% | 3.2% | 0.0% | -7.8% | 3.1% | 23.9% | -4.0 | 4.2
Cc1cccc(NC(=S)NCc2ccccc2)c1C | -20.7% | 0.6% | ? | 2.6% | -2.6% | -1.3% | 6.6 | 0.1
Cc1ccc(Cc2nnc(SCC(=O)Nc3ccccc3Cl)[nH]c2=O)cc1 | 5.7% | -6.8% | 9.7% | 5.3% | -3.5% | -4.3% | -8.3 | 0.2
C#Cc1ccc(C(=O)Nc2cc(C(N)=O)ccc2N2CCOCC2)cc1 | 9.2% | -13.8%[57.1 µM] | 5.0% | ? | -8.4% | -4.9% | . | -0.3
O=C1CN(C(=O)COC(=O)CNC(=O)c2ccc(Br)o2)c2ccccc2N1 | 8.1% | 1.5% | -17.0% | -9.1% | 0.2% | 3.3% | -3.2 | -3.1
(more compounds)
SMILES | EPAC1 antagonist | WRN helicase inh | Abeta rescue | FUS yeast rescue | EPAC1 ag | PLK1 PBD block | PI5P4K alpha inh | IL-2 act
CC(=O)Nc1ccc(-c2nnn(CC(=O)Nc3ccc4c(c3)OCO4)n2)cc1Cl | -8.3% | 1.2% | -4.0% | 6.9% | 1.7% | ? | -11.8 | 4.3
COc1cc(CN(C)Cc2ccccc2)cc(OC)c1O | -17.7% | 1.6% | 0.0% | 29.1% | -8.0% | -14.8% | -1.5 | -2.2
O=C(c1ccco1)N1CCN(S(=O)(=O)c2ccc([N+](=O)[O-])cc2)CC1 | -1.0% | 3.4% | 4.6% | -23.9% | -16.0% | 3.6% | -0.5 | -0.1
COc1ccc(NC(=O)CSc2nc(N)c3cc4c(nc3n2)CCCC4)cc1 | -4.4% | -16.4% | -5.5% | 35.0% | -9.0% | 3.8% | -0.2 | -0.7
CCS(=O)(=O)C1=NSC2=NC(=O)/C(=C\c3ccc(OC(=O)c4ccco4)c(OC)c3)C(=N)N21 | -5.5% | -28.5% | 1.8% | 1.3% | -6.1% | ? | -65.6* | -1.3
Cc1csc(NC(=O)c2oc3ccccc3c2C)n1 | 4.5% | 2.4% | -10.8% | -12.8% | -1.3% | 7.7% | -8.9 | -6.0
CC1(C)C(=O)NCCN1C(=O)CC1C(=O)NCCN1CC(c1ccccc1)c1ccccc1 (stereo unspecified) | -17.6% | 5.0% | 4.9% | -14.0% | 0.8% | -9.3% | -2.1 | 0.0
CCC(C)(C)NC(=O)Cn1c(-c2ccccc2)cc(C(C)=O)c1C | -9.5% | 2.9% | 5.9% | -14.3% | 0.3% | -1.7% | 13.2 | -1.5
c1ccc(CN(CCN2CCOCC2)Cc2ccccc2)cc1 | 1.9% | 1.5% | 18.7% | -1.1% | -1.9% | -4.9% | 1.3 | -0.8
O=C(COc1ccccc1)NC(=S)Nc1ccc(Br)cn1 | -13.4% | -1.8% | ? | -22.7% | -0.5% | -2.7% | 5.5 | 2.3
C[C@H]1CN([C@@H](C)CO)S(=O)(=O)c2ccc(Br)cc2O[C@@H]1CN(C)Cc1ccccc1 | 1.4% | -3.1% | 10.5% | 2.4% | 1.5% | 5.7% | 10.3 | -3.5
N#CCC(=O)N/N=C/c1ccc(N2N=C(c3ccccc3)CC2c2ccccc2)cc1 (stereo unspecified) | -17.8% | -16.0% | 7.3% | 42.7% | 0.0% | 6.5% | -3.8 | 9.6
COc1cccc2c1CCC1=CC(=O)CCC12C (stereo unspecified) | -19.5% | -11.6% | 0.6% | ? | -4.6% | 1.7% | 3.4 | -0.4
CCC(=O)N1CCc2cc(S(=O)(=O)NCCC(=O)N3CCN(c4cccc(C)c4)C(C)C3)ccc21 (stereo unspecified) | -2.1% | 4.4% | 2.8% | 14.7% | -10.4% | 6.7% | -5.3 | 0.5
COc1cccc(-c2c(-c3cc(OC)cc(OC)c3)n(C)c3ccc(-c4ccc(OC)nc4)cc23)c1 | -5.4% | -2.3% | 2.1% | -17.6% | 2.9% | 7.1% | 14.8 | 0.2
NC(=O)CC(NC(=O)c1ccccc1)c1ccc(NCc2ccccc2)c([N+](=O)[O-])c1 (stereo unspecified) | -26.7% | 6.2% | -3.7% | 1.5% | 1.7% | -2.4% | -2.8 | 0.5
Cc1cc(C)c(C#N)c(SCC(=O)Nc2ccc(S(=O)(=O)Nc3ncccn3)cc2)n1 | -1.5% | -2.1% | 6.4% | -1.8% | 1.7% | -10.7% | 0.0 | -0.5
CCN(CC)S(=O)(=O)c1cccc(C(=O)N[C@H](C(=O)NNC(=O)c2ccccc2)C(C)C)c1 | 2.2% | -1.0% | -0.1% | 0.7% | -1.5% | 5.1% | -3.2 | 0.0
Cc1csc(NC(=O)CSc2nc3ccccc3c3c2CCCC3)n1 | -3.8% | -10.4% | 3.7% | 10.5% | 1.6% | -0.1% | 5.8 | -3.2
Cc1cc(C)c(C#N)c(SCc2ccc([N+](=O)[O-])cc2)n1 | -15.4% | -27.9% | 0.6% | 9.0% | 8.6% | -9.4% | 2.0 | -5.6
COc1ccc(N/C(N)=N/c2nc(CSc3nnc(C)s3)cc(=O)[nH]2)cc1 | -20.2% | -3.1%[57.1 µM] | -10.9% | 3.1% | -5.5% | -12.5% | 1.1 | -0.6
CC(C)CCn1cnc2c(cnn2-c2ccc(Cl)cc2)c1=O | 2.9% | -0.9% | 7.2% | -40.8% | 3.0% | 0.8% | -1.3 | -0.5
CC(OC(=O)C1=Cc2ccccc2OC1)C(=O)NC(C)(C)C (stereo unspecified) | -17.3% | 8.7% | 1.6% | -54.2% | -2.6% | 4.9% | -2.5 | -2.1
Cc1ccc(N)cc1NC(=O)CN1CCOCC1 | -4.0% | 7.1% | 0.2% | -1.9% | 4.8% | -14.5% | -2.2 | -2.0
CN(C)S(=O)(=O)c1cccc(NC(=O)c2cc(-c3cccs3)nc3ccccc23)c1 | -20.4% | -2.2% | 9.6% | . | -8.2% | -3.7% | -6.7 | -0.3
Cc1ccccc1OCC(=O)OCC(=O)NC1CC1 | 0.0% | 6.2% | 3.6% | . | 8.2% | -7.5% | -4.1 | 0.5

Among those listed so far, three have a nitro group on carbon:
SMILES | EPAC1 antagonist | WRN helicase inh | Abeta rescue | FUS yeast rescue | EPAC1 ag | PLK1 PBD block | PI5P4K alpha inh | IL-2 act
O=C(c1ccco1)N1CCN(S(=O)(=O)c2ccc([N+](=O)[O-])cc2)CC1 | -1.0% | 3.4% | 4.6% | -23.9% | -16.0% | 3.6% | -0.5 | -0.1
NC(=O)CC(NC(=O)c1ccccc1)c1ccc(NCc2ccccc2)c([N+](=O)[O-])c1 (stereo unspecified) | -26.7% | 6.2% | -3.7% | 1.5% | 1.7% | -2.4% | -2.8 | 0.5
Cc1cc(C)c(C#N)c(SCc2ccc([N+](=O)[O-])cc2)n1 | -15.4% | -27.9% | 0.6% | 9.0% | 8.6% | -9.4% | 2.0 | -5.6
